High-throughput results as filed in PubChem.
TNAP act hi DEA: TNAP activators at high phosphate acceptor level, primary screen, biochemical, luminescence, uHTS; AID 1136, 2008; activation factor at 20 µM; Alkaline phosphatase, tissue-nonspecific isozyme (Homo sapiens), P05186; purified TNAP, CDP-star luminescence, 1 M DEA, 30 min; hits give high values; 0 = EDTA background, 1 = DMSO-only activity; 200,000 tested, under 10 active;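 active means activation factor at least 2 at 20 µM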
Target sequence (P05186 whole entry, looked up): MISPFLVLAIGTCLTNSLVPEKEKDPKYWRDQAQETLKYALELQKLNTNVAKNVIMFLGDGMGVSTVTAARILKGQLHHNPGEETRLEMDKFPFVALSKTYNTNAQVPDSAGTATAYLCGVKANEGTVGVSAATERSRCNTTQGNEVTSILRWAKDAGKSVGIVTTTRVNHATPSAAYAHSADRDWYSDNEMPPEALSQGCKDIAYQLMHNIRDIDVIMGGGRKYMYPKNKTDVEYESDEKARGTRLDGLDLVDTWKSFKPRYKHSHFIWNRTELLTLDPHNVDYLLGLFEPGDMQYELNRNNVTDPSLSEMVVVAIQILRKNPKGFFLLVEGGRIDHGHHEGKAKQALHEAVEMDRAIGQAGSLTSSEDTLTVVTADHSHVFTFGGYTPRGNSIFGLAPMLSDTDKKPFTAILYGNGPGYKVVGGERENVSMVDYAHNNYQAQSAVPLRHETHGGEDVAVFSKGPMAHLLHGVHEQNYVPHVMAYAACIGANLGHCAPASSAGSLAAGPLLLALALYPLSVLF
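Assay system: human TNAP; Input: enzyme diluted 1/800 final; Reagent: CDP-star luminogenic substrate at 100 µM final; Timing: 30 min, room temperature; Signal: luminescence; Evaluation: TNAP activation factor scaled between EDTA and DMSO control wells.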
PMI activator: activators of human PMI, primary screen, biochemical, fluorescence intensity, near-Km mannose 6-phosphate; AID 1214, 2008; hit rate 0.005% among 190,000; activation factor at 20 µM; purified human PMI, coupled resazurin fluorescence, 20 min; hits give high values; 1 = vehicle control, 0 substrate-free wells;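 active means activation factor of 2 or more at 20 µM, relative to plate controls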
Target sequence (P34949 whole entry, looked up): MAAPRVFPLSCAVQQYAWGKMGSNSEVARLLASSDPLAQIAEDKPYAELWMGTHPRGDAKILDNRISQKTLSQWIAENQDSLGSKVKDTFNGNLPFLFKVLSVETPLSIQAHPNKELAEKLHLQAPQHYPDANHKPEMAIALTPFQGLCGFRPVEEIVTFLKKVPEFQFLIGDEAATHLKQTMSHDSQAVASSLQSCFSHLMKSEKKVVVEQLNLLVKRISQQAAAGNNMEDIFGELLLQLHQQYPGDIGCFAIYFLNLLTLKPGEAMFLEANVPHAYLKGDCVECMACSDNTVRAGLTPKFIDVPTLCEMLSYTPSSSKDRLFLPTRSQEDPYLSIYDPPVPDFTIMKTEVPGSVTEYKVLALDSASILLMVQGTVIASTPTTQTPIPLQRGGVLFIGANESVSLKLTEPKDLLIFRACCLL
Diaphorase inh: diaphorase inhibitors and chemical oxidizers, primary screen, counter-screen for diaphorase-coupled primary assays, biochemical, uHTS, resorufin fluorescence. diaphorase resazurin-to-resorufin fluorescence, NADH, 16 min; bacterial (C. kluyveri) enzyme, not human. inhibition, % at 20 µM. hit rate 0.69% among 190,000;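 active means primary screen inhibition at 20 µM above a set limit, cut at about 50% in these data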;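 further: plate controls were DMSO with full reaction for no effect and wells lacking NADH for full effect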
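Assay system – diaphorase enzyme from Clostridium kluyveri · Amount – diaphorase 0.14 U/mL (working solution) · Times – reaction incubation of 16 min at room temperature · Controls – No-NADH positive control and DMSO neutral control · Signal – resorufin fluorescence 544/590 nm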
TNAP inh noacc: human TNAP enzyme inhibitors, primary screen, biochemical, luminescent, no phosphate acceptor, uHTS. Alkaline phosphatase, tissue-nonspecific isozyme (Homo sapiens), P05186. purified TNAP, CDP-star luminescence, 30 min. inhibition, % at 20 µM. hit rate 0.26% among 200,000;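 active means tissue-nonspecific alkaline phosphatase inhibition above about 50% at 20 µM in the single-dose screen, limit read from the data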;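 further: 0% = DMSO negative control and 100% = EDTA positive control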
bIAP inhibitor: bovine intestinal alkaline phosphatase inhibitors, primary screen, selectivity assay for TNAP inhibitor project, biochemical, bovine IAP, CDP-star luminescence. alkaline phosphatase, intestinal [Bos taurus]. purified bovine IAP, 30 min. inhibition, % at 20 µM. 190,000 tested, under 10 active;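 active means over 50% inhibition of intestinal alkaline phosphatase at 20 µM in the single-dose screen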
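System: purified bovine intestinal alkaline phosphatase (IAP) enzyme; Input: IAP diluted 1/65,000,000 in the well; Measured by: CDP-star luminescence signal; Compound dosing: 20 µM single dose; Incubation: 30 min reaction at room temperature.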
Diaphorase act: compounds boosting diaphorase resazurin reduction – biochemical, uHTS, resorufin fluorescence, counter-screen for diaphorase-coupled primary assays, primary screen; Diaphorase/resazurin coupled assay, 16 min; hits give high values; 1 = vehicle wells, 0 = NADH-free wells; activation factor at 20 µM; hit rate 0.005% among 190,000;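 active means diaphorase activity raised at least twofold by the compound at 20 µM; inactive means activation factor below 2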
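System – purified diaphorase enzyme from Clostridium kluyveri · Input – enzyme 0.07 U/mL final · Also added – final NADH 0.114 mM, resazurin 0.1 mM · Measured by – fluorescence of resorufin, 544 nm excitation, 590 nm emission · Timing – 16 min enzyme reaction, ambient temperature · Measure – resorufin increase flagging diaphorase activators or reducers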
TNAP inh hiacc: human TNAP enzyme inhibitors, primary screen, biochemical, luminescent, high phosphate acceptor level, uHTS; Alkaline phosphatase, tissue-nonspecific isozyme (Homo sapiens), P05186; purified TNAP, CDP-star luminescence, 1 M DEA; inhibition, % at 20 µM; hit rate 0.03% among 200,000; AID 1135, 2008;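 active means over 50% inhibition of tissue-nonspecific alkaline phosphatase at 20 µM in the single-dose screen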;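 further: plate controls were DMSO wells for no effect and EDTA-quenched wells as full inhibition for full effect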
PMI act satM6P: human PMI activators, high substrate, primary screen, biochemical, fluorescence intensity, near-saturating mannose 6-phosphate; Mannose-6-phosphate isomerase (Homo sapiens), P34949; coupled PMI enzyme assay, resazurin fluorescence, 20 min; hits give high values; 1 = untreated enzyme, 0 = substrate-free blank; activation factor at 20 µM; hit rate 0.34% among 190,000;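 active means activation factor of 2 or more at 20 µM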
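assay system = human phosphomannose isomerase with PGI, G6PDH, diaphorase coupling enzymes | quantity = 15 ng/mL PMI | incubation = enzyme reaction with compound 20 min at room temperature | medium = HEPES pH 7.4 buffer with MgCl2 and Tween-20 | compound dosing = one concentration, 20 µM, in 1% DMSO | measured by = Diaphorase-driven resazurin-to-resorufin fluorescence, excitation 544, emission 590 nm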
L major viab: Leishmania major promastigote growth inhibition, primary screen. Leishmania major promastigotes, resazurin fluorescence viability. inhibition, % at 10 µM. hit rate 9% among 200,000; in the data active means inhibition above about 50%;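 further: promastigotes grown with compound for 44 hours at 28 °C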
bIAP act: bovine intestinal alkaline phosphatase activators, primary screen, biochemical, bovine IAP, CDP-star luminescence | alkaline phosphatase, intestinal [Bos taurus] | purified bovine IAP, 30 min; hits give high values; fold of DMSO-control signal, blank-subtracted | activation factor at 20 µM | hit rate 0.17% among 200,000;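 active means activation factor of 2 or more at 20 µM, a signal rise over negative controls twice the positive control's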
Active calls of the source: *; . = no result given. This is a random part of the collection (roughly 10% active in at least one column).

Structure | bIAP inhibitor | L major viab | PMI act satM6P | TNAP inh noacc | bIAP act | Diaphorase inh | TNAP inh hiacc | PMI activator | Diaphorase act | TNAP act hi DEA
COC(=O)Nc1nc2ccc(-c3n[nH]c(=O)c4ccccc34)cc2[nH]1 | 3 | 8 | 1 | -21 | 1 | -10 | 1 | 1 | 1.1 | 1
CCc1ccc(S(=O)(=O)NCCc2cn3ccc(C)cc3n2)s1 | -8 | -2 | 1.1 | -23 | 1.1 | 2 | -4 | 1 | 1 | 1
CN(C)/C=C1\N=C(c2ccc3c(c2)OCO3)OC1=O | 8 | -2 | 1.1 | -11 | 0.9 | 0 | -2 | 1.1 | 1 | 1
O=S(=O)(NCc1cc(-c2ccc(Cl)cc2)no1)c1ccc(Cl)cc1 | -6 | -7 | 1 | -9 | 1.1 | 14 | -4 | 1 | 0.9 | 1
COc1ccc(/C=C2\CCCc3c2nc2ccccc2c3C(=O)OCC(=O)c2c(N)n(C)c(=O)n(C)c2=O)cc1 | 4 | 26 | 0.8 | -3 | 1 | 34 | -6 | 1.1 | 0.7 | 1.1
COCCNC(=O)c1ccccc1NC(=O)c1ccccc1N(C)S(=O)(=O)c1ccccc1 | -1 | 0 | 1.1 | -13 | 1 | 13 | -4 | 0.9 | 0.9 | 1
Cc1nc2ccccn2c1C(=O)OCC#N | 6 | 2 | 1 | -6 | 0.9 | 3 | -1 | 1 | 1 | 1
CCOc1ccccc1N(CC(=O)NC1CCCC1)C(=O)CCC(=O)Nc1cc(C)on1 | -6 | 0 | 0.9 | -7 | 1.1 | 20 | -2 | 0.9 | 0.8 | 1
CCNc1nc(Oc2ccc(C(=O)OC)cc2)nc(SC)n1 | 14 | -2 | 1.1 | -5 | 0.9 | 2 | 0 | 1 | 1 | 1
CC1CCc2nc3ccccc3c(C(=O)OCC(=O)NC3CCS(=O)(=O)C3)c2C1 (centres undefined) | 3 | 6 | 1 | -3 | 1 | 15 | -4 | 0.9 | 0.9 | 1
COc1ccc(C(=O)Nc2ccc(OCc3ccccc3)cc2)cc1[N+](=O)[O-] | 1 | -4 | 1.1 | -9 | 1 | 1 | -5 | 1 | 1 | 1.1
Cc1ccc(-c2nn(C)c(=O)c3ccccc23)cc1CNC(=O)c1ccco1 | 7 | 10 | 1 | -14 | 0.9 | 15 | -4 | 1 | 0.8 | 1
Cc1ccc(C2C(C#N)=C(N)N(c3ncn[nH]3)C3=C2C(=O)CC(C)(C)C3)cc1 (centres undefined) | -2 | -3 | 1 | 2 | 1 | 12 | 0 | 1 | 0.9 | 1
COc1ccc2oc(=N)c(-c3nnc4n3CCCCC4)cc2c1 | 9 | -1 | 1 | -4 | 0.9 | 17 | 0 | 1 | 0.8 | 1
CCC(CC)C(=O)NC12CC3CC(CC(C3)C1)C2 | 6 | -3 | 1 | -5 | 0.9 | -1 | 1 | 1 | 1 | 1
O=C(c1cccc([N+](=O)[O-])c1)N1CCOCC1 | 6 | 17 | 1 | -14 | 0.9 | 11 | -3 | 0.9 | 0.9 | 1
COC(=O)CSc1ncnc2c1sc1nc(N3CCOCC3)c3c(c12)CCCC3 | 0 | -7 | 0.9 | -4 | 1 | 19 | -4 | 0.9 | 0.8 | 1
COc1cccc(C2/C(=C(/O)c3cnn(-c4ccccc4)c3C)C(=O)C(=O)N2CCN(C)C)c1OC (centres undefined) | 41 | -3 | 1.6 | -15 | 0.6 | -2 | -4 | 1.4 | 1 | 1
CC1CCC2C(=O)N(c3ccc(NC4CCN(Cc5ccccc5)CC4)c([N+](=O)[O-])c3)C(=O)C2C1 (centres undefined) | 16 | 11 | 0.9 | 10 | 0.8 | 22 | 18 | 0.8 | 0.8 | 0.8
COc1cc(-c2nn3c(-c4ccccn4)nnc3s2)cc(OC)c1OC | 24 | 8 | 1 | -13 | 0.8 | 8 | -6 | 1 | 0.9 | 1.1
CCN(CC)c1ccc(/C=N/N2CCN(Cc3ccccc3)CC2)cc1 | -9 | 9 | 0.8 | 0 | 1.1 | 10 | 5 | 0.9 | 0.9 | 0.9
O=C1CCCCN1CCc1c[nH]c2ccccc12 | 0 | -4 | 1 | -7 | 1 | 6 | -1 | 1 | 0.9 | 1
CNC(=O)c1cccc(N2CCCC2=O)c1 | 4 | -4 | 1.1 | -4 | 1 | -7 | 2 | 1 | 1.1 | 1
Cc1ccc(S(=O)(=O)N(C)c2ccc3sc(C)nc3c2)cc1 | 7 | -5 | 1 | -17 | 0.9 | 19 | -7 | 0.9 | 0.8 | 1.1
O=C(CCC1=NS(=O)(=O)c2ccccc2N1)NC1CCCCCCC1 | -6 | -2 | 0.9 | -10 | 1.1 | 9 | -3 | 0.9 | 0.9 | 1
CSC1=C(C#N)C(c2ccc(C)s2)CC(=O)N1 (centres undefined) | 14 | -2 | 0.9 | -11 | 0.9 | 10 | -6 | 0.9 | 0.9 | 1.1
O=C(N/N=C/c1ccc(F)cc1)c1sccc1OCc1ccc(F)cc1 | 24 | 88* | 1 | -9 | 0.8 | 21 | -6 | 0.9 | 0.8 | 1.1
C=CCOc1ccc(/C=N/NC(=O)C(C)Sc2ccccn2)cc1OC (centres undefined) | 0 | 1 | 0.9 | -8 | 1 | 0 | -4 | 0.8 | 1 | 1
C#CCOCCOCCOCCNc1nc(N2CCN(C(=O)Cn3cc(CC(C)O)nn3)CC2)nc(N2CCN(C(=O)[C@H](C)n3cc(CCCN=C(N)N)nn3)CC2)n1 (some centres undefined) | . | -7 | 1.6 | -7 | 0.5 | 32 | 1 | 1.1 | 0.7 | 1
COCCCNc1oc(-c2ccccc2Cl)nc1C#N | 1 | 0 | 1 | -6 | 1 | 6 | -4 | 1.1 | 0.9 | 1
Cn1c(SCc2nc(-c3ccc(Cl)cc3)no2)nnc1-c1ccccc1 | 18 | -7 | 1.1 | -10 | 0.8 | 7 | -4 | 1 | 0.9 | 1
COc1ccc(CN2CCN(C(=O)c3cccc(OC)c3OC)CC2)cc1OC | 8 | -1 | 1 | -6 | 0.9 | 20 | -2 | 1 | 0.8 | 1
CC(C)NC(=O)CN1CCN(Cc2nc(C(c3ccccc3)c3ccccc3)no2)CC1 | 3 | -5 | 0.9 | -4 | 1 | 14 | -1 | 0.9 | 0.9 | 1
O=C(Nc1ccc(F)cc1F)N1CCCCC1c1cccnc1 (centres undefined) | 14 | 73* | 1 | -17 | 0.9 | 20 | -8 | 1 | 0.8 | 1.1
COc1ccc(OCC(=O)Nc2nccs2)cc1 | 5 | -3 | 1 | -1 | 0.9 | 2 | -5 | 1 | 1 | 1.1
CCOC(=O)c1cnn2c1[nH]c(=O)c1ccccc12 | 6 | 9 | 0.9 | -8 | 0.9 | 15 | -5 | 1 | 0.9 | 1.1
Nc1nc(CSC(=S)N2CCN(c3ccccc3)CC2)nc(Nc2ccccc2)n1 | -6 | 6 | 0.9 | -1 | 1.1 | 14 | -2 | 0.8 | 0.9 | 1
COc1ccccc1C1(O)CCN(CC(=O)Nc2nc(-c3ccccc3)cs2)CC1 | -9 | 10 | 0.9 | -14 | 1.1 | 23 | -5 | 0.9 | 0.8 | 1.1
C=C(C)c1cccc(C(C)(C)NC(=O)N2CCN(CC)CC2)c1 | . | -5 | 1.1 | -5 | 0.4 | -14 | -3 | 1.1 | 1.1 | 1
COc1ccc(CC(=O)NC(C)c2nnc(SCC(=O)c3ccc(Br)cc3)n2C)cc1 (centres undefined) | 1 | 75* | 1.2 | -8 | 1 | 11 | -5 | 1 | 0.9 | 1
Cc1cc(C)n(Cc2nc3ccccc3n2C)n1 | 11 | -6 | 0.9 | -10 | 0.9 | 13 | -1 | 0.8 | 0.9 | 1
COc1ccc(/C=C/C(=O)NCC(=O)N/N=C/c2cc(Br)ccc2OCc2ccccc2)cc1 | 16 | 0 | 1 | -2 | 0.8 | 9 | -6 | 1 | 0.9 | 1.1
Cc1ccc(C)n1C(Cc1ccccc1)C(=O)O (centres undefined) | 18 | -8 | 0.8 | 16 | 0.8 | 29 | -3 | 1 | 0.7 | 1
Clc1ccc(OCc2nn3c(C4CCCCC4)nnc3s2)c(Cl)c1 | 9 | -1 | 0.9 | -4 | 0.9 | 22 | -1 | 1 | 0.8 | 1
CC(=O)Nc1ccc(-c2csc(NC(=O)C3CCN(S(=O)(=O)c4cccs4)CC3)n2)cc1 | -8 | 70* | 1 | -7 | 1.1 | 16 | -2 | 1 | 0.8 | 1
O=C(COc1ccc(/C=N/NC(=O)c2ccccc2O)cc1)Nc1ccc([N+](=O)[O-])cc1 | 2 | -10 | 1 | -23 | 1 | 3 | -3 | 0.9 | 1 | 1

Another view of part of the listing above:
> Nc1nc(CSC(=S)N2CCN(c3ccccc3)CC2)nc(Nc2ccccc2)n1
  bIAP inhibitor: -6; L major viab: 6; PMI act satM6P: 0.9; TNAP inh noacc: -1; bIAP act: 1.1; Diaphorase inh: 14; TNAP inh hiacc: -2; PMI activator: 0.8; Diaphorase act: 0.9; TNAP act hi DEA: 1
> CCOC(=O)c1cnn2c1[nH]c(=O)c1ccccc12
  bIAP inhibitor: 6; L major viab: 9; PMI act satM6P: 0.9; TNAP inh noacc: -8; bIAP act: 0.9; Diaphorase inh: 15; TNAP inh hiacc: -5; PMI activator: 1; Diaphorase act: 0.9; TNAP act hi DEA: 1.1
> Cc1ccc(C)n1C(Cc1ccccc1)C(=O)O (centres undefined)
  bIAP inhibitor: 18; L major viab: -8; PMI act satM6P: 0.8; TNAP inh noacc: 16; bIAP act: 0.8; Diaphorase inh: 29; TNAP inh hiacc: -3; PMI activator: 1; Diaphorase act: 0.7; TNAP act hi DEA: 1
